Screening results: PubChem BioAssay, Sanford-Burnham Center for Chemical Genomics
CCR6 antag – CCR6 (human) receptor antagonism | AID 493098 | inhibition, % at 20 µM | 340,000 compounds, 0.49% hits | CHO-K1 CCR6 PathHunter beta-arrestin, luminescence, CCL20-stimulated | P51684;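 active means compounds whose inhibition of the agonist-driven luminescence signal at 20 µM reaches about 50%, limit read from the data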;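 further: cells stimulated with CCL20 at 14 nM final; plate controls were DMSO with CCL20 for no effect and DMSO without agonist for full effect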
APJ antagonist – APJ receptor antagonism | P35414 | CHO-K1 APJ beta-arrestin complementation, luminescence | inhibition, % at 20 µM | 330,000 compounds, 0.32% hits | AID 2521;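 active means inhibition above about 40% at 20 µM, limit read from the data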;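 further: cells challenged with 10 nM apelin-13 agonist together with compound; plate controls were apelin-13 plus DMSO wells for no effect and DMSO wells lacking apelin-13 for full effect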
Target sequence (P35414 whole entry, looked up): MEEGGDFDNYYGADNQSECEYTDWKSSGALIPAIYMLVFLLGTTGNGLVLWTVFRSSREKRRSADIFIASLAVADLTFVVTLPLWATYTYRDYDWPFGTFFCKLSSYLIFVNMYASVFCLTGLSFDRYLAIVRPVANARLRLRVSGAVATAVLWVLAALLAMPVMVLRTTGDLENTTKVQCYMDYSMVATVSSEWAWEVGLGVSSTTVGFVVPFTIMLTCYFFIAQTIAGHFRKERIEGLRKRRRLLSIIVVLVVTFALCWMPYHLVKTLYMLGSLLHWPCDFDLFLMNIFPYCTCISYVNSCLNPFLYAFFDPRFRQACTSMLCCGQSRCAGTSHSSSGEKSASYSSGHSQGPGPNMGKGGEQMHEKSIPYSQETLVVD
UBC13 inh – human UBC13 polyubiquitination inhibition | 330,000 compounds, 0.47% hits | inhibition, % at 20 µM | UBC13 polyubiquitin chain formation, TR-FRET | P61088; in the data active means inhibition above about 45%, passing the limit was not always enough
Target sequence (P61088 whole entry, looked up): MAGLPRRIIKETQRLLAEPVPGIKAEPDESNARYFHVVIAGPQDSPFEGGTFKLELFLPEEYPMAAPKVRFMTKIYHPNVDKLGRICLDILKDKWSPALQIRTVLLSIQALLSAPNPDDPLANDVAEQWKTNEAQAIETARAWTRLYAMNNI
Gli-Sufu antag – blocks Gli-Sufu signaling in a luciferase reporter. 340,000 compounds, 0.74% hits. inhibition, % at 5 µM. Sufu-KO-LIGHT fibroblasts, Gli luciferase reporter luminescence. AID 588413;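 active means inhibition above about 55%, limit read from the data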;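 further: 0% = DMSO-treated cells and 100% = wells with medium but no cells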
EBI2 block – blocks human EBI2 receptor beta-arrestin signaling. P32249. EBI2 beta-arrestin recruitment, luminescence, 7a,25-OHC stimulated. inhibition, % at 5 µM. 360,000 compounds, 0.81% hits. AID 651636; in the data active means inhibition above about 38%;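 further: enzyme fragment complementation signal reports receptor beta-arrestin coupling in cells; 0% = agonist plus DMSO wells and 100% = wells without agonist; some results beyond the cut were filed as inactive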
697 NFkB inh – lowers PMA/ionomycin-induced NF-kB signal in 697 B cells; 697 B-cell NF-kB luciferase reporter, 16 h; inhibition, % at 4 µM; 330,000 compounds, 0.33% hits; in the data active means inhibition above about 35%
Jurkat NFkB inh – lowers PMA/ionomycin-induced NF-kB signal in Jurkat cells; AID 435003; PMA/ionomycin-induced NF-kB luciferase reporter, luminescence; 330,000 compounds, 0.53% hits; inhibition, % at 4 µM; in the data active means inhibition above about 50%
CXCR6 inh – CXCR6 (human) receptor inhibition | AID 602244 | 360,000 compounds, 0.36% hits | inhibition, % at 20 µM | CHO-K1 PathHunter CXCR6 beta-arrestin, luminescence; in the data active means inhibition above about 34%, passing the limit was not always enough;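 further: antagonist mode with CXCL16 agonist at 10 nM final; 0% = 10 nM CXCL16 with DMSO and 100% = unstimulated wells without agonist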
Target sequence (O00574 whole entry, looked up): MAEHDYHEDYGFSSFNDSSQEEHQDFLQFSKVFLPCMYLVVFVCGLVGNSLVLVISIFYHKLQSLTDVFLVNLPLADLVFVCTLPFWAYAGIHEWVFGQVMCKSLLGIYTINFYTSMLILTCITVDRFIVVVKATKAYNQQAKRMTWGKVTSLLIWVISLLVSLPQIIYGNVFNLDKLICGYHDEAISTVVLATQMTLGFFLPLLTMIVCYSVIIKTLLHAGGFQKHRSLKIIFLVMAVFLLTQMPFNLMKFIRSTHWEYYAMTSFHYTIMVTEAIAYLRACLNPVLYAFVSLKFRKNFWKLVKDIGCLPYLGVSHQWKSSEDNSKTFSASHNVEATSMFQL
* marks the source's active call; other numbers are inactive results; . = not tested or not shown. Compounds as they come, and some 3% of all compounds hit somewhere here.

SMILES	CCR6 antag	APJ antagonist	UBC13 inh	Gli-Sufu antag	EBI2 block	697 NFkB inh	Jurkat NFkB inh	CXCR6 inh
CC1CCCCN1CCCNc1ccc(C(CC(N)=O)NC(=O)Cc2ccc(Br)cc2)cc1[N+](=O)[O-] (stereo unspecified)	7	-1	-33	16	-3	-3	4	-5
CCC(C)N(C(=O)C(F)(F)F)C(C(=O)NC1CCCCC1)c1ccncc1 (stereo unspecified)	7	19	-5	1	-10	4	-18	-10
CCN(CC)CCNC(=O)CNC(=O)c1nn(-c2ccc(OC)cc2)c(=O)c2ccccc12	17	7	-7	-4	7	4	-9	-19
Cc1ccc(S(=O)(=O)c2c(N)n(CCCO)c3nc4ccccc4nc23)cc1	12	-2	-5	11	-8	14	6	5
O=c1c(-c2cccc3ccccc23)[n+]([O-])c2ccccc2n1O	0	-18	-5	-4	5	-1	2	-16
O=C(O)c1cc(Cl)nc2ccccc12	2	-22	18	-5	1	13	9	-3
CCCCn1c(N)c(-c2nc3ccccc3o2)c2c([N+](=O)[O-])nn(C)c(=O)c21	1	-8	-12	2	-3	16	5	2
CN1CCN(C(=O)c2cnn(-c3ccccc3)c2NC(=O)c2ccccc2)CC1	3	13	5	5	-10	18	-4	7
COc1ccc(CCc2nc(-c3cccs3)no2)cc1	12	-7	8	-56	-7	-51	-65	1
CN(C)/C=C(/C(=O)c1ccc(F)cc1)S(=O)(=O)c1ccc(F)cc1	14	-7	-5	-2	4	15	11	0
CCn1c(-c2cccnc2Cl)nc2cc(C)c(C)cc21	7	10	1	-2	-4	-20	-15	-3
O=C1N=C(N2CCN(c3ccccc3)CC2)SC1Cc1ccccc1 (stereo unspecified)	15	-12	-8	-1	7	-23	-7	-9
CCC(=O)N(CC(=O)Nc1sc(C)c(C)c1C(N)=O)C1CCCC1	7	7	5	-1	-14	9	3	2
C/C(=N\Nc1nccnc1Cl)c1ccc([N+](=O)[O-])cc1	5	-1	-10	10	1	-14	4	-5
Cc1ccc(SCc2nc(N)nc(Nc3ccccc3C)n2)cc1C	4	3	-20	0	24	-11	2	-3
Cc1cc(C)nc(NS(=O)(=O)c2ccc(NC(=O)c3cc(=O)c4ccccc4o3)cc2)n1	16	22	9	7	-7	16	7	0
NC(CSCc1ccccc1Cl)C(=O)O (stereo unspecified)	2	11	-7	-5	3	19	-2	-2
CCOc1ccc(NC(=O)CN(C)C(=O)c2ccc(COc3ccccc3)cc2)cc1OCC	14	-11	10	0	-5	-4	-9	4
Cc1ccc(N(CC(=O)NCCSc2ccccn2)S(C)(=O)=O)cc1	6	-26	-6	10	-6	-16	3	-3
COc1ccc2c(c1OC)C(=O)OC2	6	-67	5	7	-17	7	-8	2
COc1ccc(CCNC(=O)CN2C(=O)NC3(CCOc4ccccc43)C2=O)cc1 (stereo unspecified)	15	23	-3	-9	-1	11	14	-8
CN(C(=O)c1cnc(N2CCN(c3ncccn3)CC2)c2ccccc12)c1ccc(Cl)cc1	-7	7	9	22	2	-27	-11	9
c1ccc2sc(NC3=NCN(C4CCCCCC4)CN3)nc2c1	3	-18	5	11	-10	-26	-8	-3
CCOC1(C)OCC(=O)[C@]2(CCC3C4CCC5=CC(=O)C=CC5(C)C4C(=O)CC32C)O1 (stereo partly specified)	5	-9	3	1	-19	-24	-5	4

Reformatted comma-delimited: entries from further up.
smiles,CCR6 antag,APJ antagonist,UBC13 inh,Gli-Sufu antag,EBI2 block,697 NFkB inh,Jurkat NFkB inh,CXCR6 inh
CCOc1ccc(NC(=O)CN(C)C(=O)c2ccc(COc3ccccc3)cc2)cc1OCC,14,-11,10,0,-5,-4,-9,4
C/C(=N\Nc1nccnc1Cl)c1ccc([N+](=O)[O-])cc1,5,-1,-10,10,1,-14,4,-5
CCC(=O)N(CC(=O)Nc1sc(C)c(C)c1C(N)=O)C1CCCC1,7,7,5,-1,-14,9,3,2
COc1ccc(CCNC(=O)CN2C(=O)NC3(CCOc4ccccc43)C2=O)cc1 (stereo unspecified),15,23,-3,-9,-1,11,14,-8

The list goes on:
SMILES	CCR6 antag	APJ antagonist	UBC13 inh	Gli-Sufu antag	EBI2 block	697 NFkB inh	Jurkat NFkB inh	CXCR6 inh
Cc1ncc([N+](=O)[O-])n1Cc1ccccc1	2	-3	-24	0	-12	-2	-1	5
O=C1Nc2ccccc2C(O)(C(=O)N2CCCCC2)N1c1ccccc1 (stereo unspecified)	-13	10	-3	12	-11	-6	-11	-2
O=C(NCCN1C(=O)S/C(=C\c2ccc(F)cc2)C1=O)c1cccc(S(=O)(=O)N2CCOCC2)c1	-9	5	-10	4	41	-19	-10	-8
CCCCNc1ncnc2[nH]ncc12	0	.	.	12	-3	.	.	0
CC1CC(=Cc2ccc([N+](=O)[O-])cc2)C(=O)O1 (stereo unspecified)	-15	.	.	6	0	.	.	-4
NC(=O)C(NC(=O)OCc1ccccc1)c1ccccc1 (stereo unspecified)	8	-19	9	-3	-1	9	-7	-3
O=C1c2ccccc2C(=O)N1CCc1nc(-c2ccncc2)no1	20	3	-2	3	1	13	3	-4
Cc1ccc(NC(=O)C2CCCN2C(=O)Oc2ccccc2)c(C)c1 (stereo unspecified)	14	-18	1	-2	-4	14	5	-3
COc1ccc(OC)c(CCNC(=O)CN2C(=O)CC(C)(C)S(=O)(=O)c3ccccc32)c1	1	11	7	-6	-6	13	15	4
Cc1ccc([C@H]2C(C(=O)O)=CC[C@@H](c3ccc(Cl)cc3)N2S(=O)(=O)c2ccccc2C)cc1	9	10	-27	0	7	5	-2	3
CC(=O)Nc1c(Br)cc2c(c1Br)C(=O)c1ccccc1-2	-3	.	.	1	-1	.	.	0
Cc1ccc(S(=O)(=O)c2c(C)nn(C(C)(C)C)c2OC(=O)C(C)C)cc1	8	-9	0	3	-12	10	17	-9
COc1cc(NC(=O)CCS(=O)(=O)c2ccc3c(c2)oc(=O)n3C)cc(OC)c1OC	6	15	-7	5	-5	11	8	-2
O=S(=O)(c1ccc2nnn(OCc3ccccc3)c2c1)N1CCOCC1	-2	-57	0	0	9	5	3	1
CC(C)CCN1CCN(CC(c2ccccc2)c2ccccc2)CC1CCO (stereo unspecified)	8	5	15	31	5	-6	17	14
Cc1cc(C)n(CC(O)CN(c2ccccc2)S(=O)(=O)c2ccccc2)n1 (stereo unspecified)	12	19	3	2	1	-3	12	-4
O=C(Nc1ccc(Cl)c(Cl)c1)Nc1nccs1	-10	-2	12	-14	-16	-45	42	-36
CCOc1ncccc1C(=O)OCC(=O)Nc1ccc(Cl)cn1	9	1	18	5	-2	7	-8	8
O=C(O)c1cnn2c1NC(c1ccc(F)cc1)CC2C(F)(F)F (stereo unspecified)	1	-3	1	-5	-8	3	18	8
Cc1ccc(-n2[nH]c(C)c(/C=C3/C=Nc4ccccc43)c2=O)cc1C	17	-2	-48	-14	12	-27	-43	6
COc1ccc(S(=O)(=O)N2CCOCC2)cc1NC(=O)Cc1ccc2c(c1)OCCO2	-4	6	2	3	7	5	-33	6
CC1(C)NC(=O)N(CC(O)CN2CCOCC2)C1=O (stereo unspecified)	9	-15	-10	-3	-8	2	-11	-2
CCN1C(=O)[C@H]2[C@@H](c3ccc(-c4cc(C(C)=O)cs4)cc3)N3CCC[C@@]3(C(=O)OC)[C@H]2C1=O	5	0	6	-2	10	6	7	-8
CCn1c(Cc2cccs2)nnc1SCC(=O)c1ccc(C)cc1	7	-8	18	-18	5	4	4	8
COc1cc(OC)c(Cl)cc1N	-5	-5	-14	-6	-2	-8	-11	-3
COc1ccc(S(=O)(=O)NNC(=O)c2csc(-n3nc(C)cc3C(F)(F)F)n2)cc1	16	8	-4	-5	5	7	-6	2
Cc1cccc(C(=O)N(Cc2nc3ccccc3c(=O)[nH]2)C2CCCC2)c1	-20	4	9	5	-7	-2	-8	2
CC1CCc2c(sc(NC(=O)c3cccs3)c2C(=O)O)C1 (stereo unspecified)	0	11	-1	-27	-4	-80	-47	-6
CC(C)(C)c1ccc(COn2ccnc2)cc1	0	21	9	-9	-11	-16	9	-13
CCN(CC)CCn1c2c(c(SCC(=O)Nc3cccc(C(C)=O)c3)nc1=O)CCCC2	6	-50	-3	13	11	-18	-6	1
Cc1ccc2cccc(OCc3nnc(SCC(=O)O)n3C)c2n1	-6	11	0	4	-6	10	-2	2
COC(=O)c1c(C)noc1-c1cc(C)on1	16	-19	2	32	3	3	-4	4
COC(=O)C1=C(C)N(Cc2ccccc2)C(=NCCc2c[nH]c3ccccc23)N[C@H]1c1ccccc1	-7	17	38	6	-2	0	8	4
Oc1ccccc1Cc1c(O)ccc2ccccc12	-7	-13	4	-4	5	-10	0	-2
Nc1ccn(CC(=O)N2CCN(c3ccccn3)CC2)c(=O)n1	5	10	-11	4	-10	0	-17	3
CC(C)N1CCC(N2CCN(Cc3ccc(-c4ccccc4Cl)o3)CC2CCO)CC1 (stereo unspecified)	20	-6	-3	18	7	6	9	9
COC(=O)CSC1=C(C#N)C(c2ccc(C(C)C)cc2)CC(=O)N1 (stereo unspecified)	-7	16	3	5	3	12	8	-4
CCOc1ccc2nc(NC(=O)c3cnc(C)cn3)sc2c1	20	29	-19	-104	3	-32	-10	32
O=C(c1ccc(S(=O)(=O)N2CCCCC2)cc1)N1CCN(c2ccccc2)CC1	6	11	-11	7	41	-5	24	-3
COc1cc(/C=C/c2cc[n+](C)cc2)ccc1OCC(=O)Nc1ccccc1	-1	7	13	0	1	15	-24	-8
Cc1cc(SCC(=O)Nc2cccc(S(=O)(=O)NC3=NCCCCC3)c2)nc2ccccc12	17	-5	18	-2	4	-16	9	1
O=C(NC1CCCCC1)N1CCCC(CNS(=O)(=O)Cc2ccccc2)C1 (stereo unspecified)	4	-4	5	-3	-6	-8	-10	-5
COc1c(C)cccc1C(=O)Nc1ccc(CN2CCCCC2)cc1	9	22	16	-20	-3	11	-63	0
Cc1ccc(CC2CC(=O)N(C(Cc3ccccc3)C(=O)O)C2=O)cc1 (stereo unspecified)	1	-17	-5	-1	0	0	-12	4
O=C(NC1=NCCS1)c1ccc(Cl)c(S(=O)(=O)N2CCc3ccccc32)c1	18	16	-1	6	15	-7	11	4
CCCCNC(=O)c1onc(CSc2cccc(OC)c2)c1C(=O)O	-4	5	-16	-6	4	16	1	-3
Cc1ccccc1N1C(=O)CC(N(O)c2ccccc2)C1=O (stereo unspecified)	26	-11	-10	-3	0	-20	-8	-1
O=C(c1cccc(S(=O)(=O)N2CCOCC2)c1)N1CCCc2ccccc21	10	1	-3	9	-7	5	-11	6
Cc1cnc(NC(=O)c2ccc(Cl)nc2)s1	8	20	-6	-52	-2	-54	-36	10
CC(=O)c1cccc(CN2CCC(CO)(CCCc3ccccc3)CC2)c1	12	1	16	4	-1	-6	-1	-2
Cc1nn(-c2ccccc2)c(Cl)c1C(=O)Nc1ccccc1	8	-3	7	-12	-2	-35	-22	-10
O=C(COc1ccc2ccccc2c1)NNC(=O)Cc1ccccc1	-15	.	.	0	4	.	.	-3
COc1ccc(Cl)cc1NC(=O)COC(=O)CCCN1C(=O)c2ccccc2C1=O	3	7	25	1	8	20	5	-12
CCc1noc(C)c1C(=O)NNC(=O)c1ccc(Br)cc1	-3	3	8	-12	0	17	3	-1
O=c1n(-c2ccccc2)c(=O)n2n1CCCC2	1	-13	-2	-4	-6	2	-7	3
COc1ccc(N2CCN(C(=O)c3ccncc3)CC2)cc1	-8	-3	0	-3	-2	15	-3	-3
C=CCn1cc(C(=O)NCc2cccnc2)c(=O)c2cc(S(=O)(=O)N(CC)CC)ccc21	5	17	3	-5	2	11	10	4
Cc1ccc(N(CC(O)CN2CCOCC2)S(=O)(=O)c2ccc([N+](=O)[O-])cc2)cc1 (stereo unspecified)	4	-37	-4	-25	3	-6	23	-17
COc1ccc(CNCC(O)(c2ccccc2)c2ccccc2)cc1OC	2	13	8	53	19	3	12	-2
